Mdm2-MdmX inh: inhibitors of human Mdm2-MdmX association, primary screen, cell-based, luminescence, split luciferase, SaOS-2, uHTS; Protein Mdm4 (Homo sapiens) + E3 ubiquitin-protein ligase Mdm2 (Homo sapiens), …; SaOS-2 split-luciferase Mdm2/MdmX complementation; inhibition, % at 8 µM; 330,000 tested, 3% active; AID 485346, 2010;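 active = inhibition of at least 50% at 8 µM in the primary screen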
Jurkat NFkB inh: inhibitors of induced NF-kB luciferase reporter, primary screen, TCR NF-kB activation inhibitor project, cell-based, luminescence, uHTS; inhibition, % at 4 µM; 330,000 tested, 0.53% active; Jurkat, PMA/ionomycin-induced NF-kB luciferase reporter; in the data active = inhibition above about 50%
tim23-1 inh: growth inhibitors of tim23-1 mutant yeast, primary screen, luminescence, uHTS. inhibition, % at 20 µM. S. cerevisiae tim23-1 growth, BacTiter-Glo luminescence, 24 h. 330,000 tested, 1.3% active;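 active = growth inhibition of the mutant yeast at or above 50%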;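 also: temperature-sensitive mutant grown at 25 °C; plate controls were DMSO-treated mutant yeast for no effect and medium wells lacking yeast for full effect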
APJ agonist: agonists of human apelin receptor APJ, primary screen, CHO-K1 cells, PathHunter beta-arrestin, luminescence; 0% DMSO wells, 100% apelin; activation, % at 20 µM; 330,000 tested, 0.11% active;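 active = activation more than six SD over the plate average, tested at 20 µM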;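 also: 0% = DMSO alone and 100% = apelin-13 at 10 nM; some results filed as inactive read as strong as hits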
Target sequence (P35414 whole entry, looked up): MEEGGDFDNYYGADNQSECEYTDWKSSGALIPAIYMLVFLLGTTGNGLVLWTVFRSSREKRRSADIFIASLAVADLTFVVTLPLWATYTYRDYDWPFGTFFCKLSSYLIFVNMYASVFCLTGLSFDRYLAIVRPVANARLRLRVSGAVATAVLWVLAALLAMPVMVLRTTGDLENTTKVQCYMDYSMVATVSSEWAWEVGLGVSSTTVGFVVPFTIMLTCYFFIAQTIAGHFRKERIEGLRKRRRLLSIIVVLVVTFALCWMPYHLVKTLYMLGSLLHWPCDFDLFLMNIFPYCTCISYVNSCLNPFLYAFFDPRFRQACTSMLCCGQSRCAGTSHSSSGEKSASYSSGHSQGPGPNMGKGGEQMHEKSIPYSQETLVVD
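Test system: CHO-K1 APJ beta-arrestin complementation cell line | Compound: Single test compound dose, 20 µM final, 1% DMSO | Incubation: Compound 90 min 25 °C, reagent 1 h | Measured by: beta-gal luminescence | Read-out basis: APJ–arrestin association signal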
APJ antag: antagonists of human apelin receptor APJ, primary screen, CHO-K1 cells, beta-arrestin complementation, luminescence; 330,000 tested, 0.32% active; inhibition, % at 20 µM; AID 2521, 2010; P35414;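 active = inhibition above about 40% at 20 µM, limit read from the data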;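 also: cells challenged with 10 nM apelin-13 agonist together with compound; plate controls were apelin-13 plus DMSO wells for no effect and DMSO wells lacking apelin-13 for full effect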
697 NFkB inh: inhibitors of PMA/ionomycin-induced NF-kB reporter, 697 cells, primary screen, B-cell NF-kB inhibitor project, cell-based, luminescence, uHTS | 697 B-cell NF-kB luciferase reporter, 16 h | inhibition, % at 4 µM | 330,000 tested, 0.33% active; in the data active = inhibition above about 35%
UPR XBP1 act: activators of adaptive XBP1 UPR arm, primary screen, cell-based, CHO-XBP1 luciferase reporter, luminescence, uHTS. IRE1-XBP1 UPR activation; percent of tunicamycin response, DMSO as zero. activation, % at 20 µM. 330,000 tested, 0.33% active;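 active = versus positive control, 20 µM dose yields 30% or more activation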;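 also: 100% = tunicamycin at 10 µg/mL and 0% = DMSO only wells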
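incubation = overnight seeding at 37 °C, 6 h compound treatment at 37 °C | assay system = CHO-XBP1 cells stably carrying IRE1-XBP1-driven luciferase reporter | input = 1000 cells per well | detection = luciferase luminescence | dosing = single point, 20 µM final compound, 1% DMSO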
UPR CHOP act: activators of apoptotic CHOP UPR arm, primary screen, cell-based, CHO-CHOP luciferase reporter, luminescence, uHTS | UPR activation; percent of tunicamycin response over DMSO baseline | activation, % at 10 µM | 330,000 tested, 0.34% active;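 active = at 10 µM dose, activation of 40% or more, normalized to positive control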;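 also: 100% = tunicamycin at 10 µg/mL and 0% = DMSO alone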
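Assay system: CHO cells with stable CHOP pathway luciferase reporter; Buffer or medium: F12 plus 10% serum; Times: 16-18 h cell attachment, then 6 h compound exposure, 37 °C; Signal: luciferase luminescence; Read-out basis: percent activation relative to tunicamycin control; Control set: tunicamycin high control, DMSO low control.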
Starred values were filed as active, the others as inactive.

SMILES	Mdm2-MdmX inh	Jurkat NFkB inh	tim23-1 inh	APJ agonist	APJ antag	697 NFkB inh	UPR XBP1 act	UPR CHOP act
CC(C)(C)NC(=O)c1nc2ccccc2s1	22	-8	2	-1	9	7	0	-0.2
CCCCN(C)CCNC(=O)CN1C(=O)CSc2ccc(S(=O)(=O)N3CCCC3)cc21	6	7	-4	0	-8	-13	-2	-0.2
CC1(C)CC[C@]2(C(=O)O[C@@H]3O[C@H](CO)[C@@H](O)[C@H](O)[C@H]3O)CC[C@]3(C)C(=CCC4[C@@]5(C)CC[C@H](O[C@@H]6O[C@H](C(=O)O)[C@@H](O[C@H]7OC[C@@H](O)[C@@H](O)[C@@H]7O)[C@H](O)[C@H]6O)C(C)(C)C5CC[C@]43C)[C@@H]2C1 (some centres not stated)	-13	7	14	-2	14	12	2	-1.5
O=C1COc2ccc(C(=O)COC(=O)CCOc3ccccc3)cc2N1	16	3	-3	-3	-5	0	0	-0.5
COc1ccc(CN2CC[C@H]3C=CC[C@@H](C(=O)NCCc4ccccc4)[C@H]3C2=O)cc1OC	-5	-10	4	7	-64	-5	-1	6.4
COc1cccc(/C(O)=C2/C(=O)C(=O)N(CCN3CCOCC3)C2c2cccnc2)c1 (configuration not stated)	2	2	24	-2	1	26	-1	0.4
CC(C)C[C@@H](CO)N1CCN(Cc2cccc(C#N)c2)CCC1=O	20	3	10	0	-10	21	1	-1.2
C[C@@H]1CN(Cc2nc(-c3cccs3)no2)C[C@H](C)O1	12	-16	2	0	4	-3	2	-2.0
Cc1cc(NC(=O)CCCS(=O)(=O)c2nc(-c3cccs3)cc(C(F)(F)F)n2)no1	-6	3	4	1	25	-38	-9	-1.3
CC(=O)Nc1cccc(-c2csc(Nc3ccccn3)n2)c1	-149	-89	16	1	16	-202	-1	1.7
CN(C)C(=O)COc1ccc2cc(-c3ccccc3)c(=O)oc2c1	-37	-68	1	-1	-4	14	1	6.9
CCc1c(C)nc(N2CCN(c3ccc(OC)cc3)CC2)[nH]c1=O	-9	4	9	0	-6	-20	-4	-0.3
CCCC1OC23CCCCC2C(C#N)(C#N)C1(C#N)C(=N)O3 (configuration not stated)	-15	3	13	2	-2	-20	-2	13
Cc1ccc(OCCC(=O)N2CCN(c3ccc(O)cc3)CC2)cc1	-4	-19	21	5	-32	-40	-1	-1.0
COc1ccc(-c2n[nH]c(C)c2-c2ccc(Cl)cc2)c(O)c1OC	87*	-3	19	10	-13	16	0	0.9
COc1ccc(SN=C2C(C)=CC(=O)C=C2C)cc1	15	0	75*	-3	12	23	7	16
Cc1cccc(C=Nc2ccccc2C(N)=O)c1	42	-29	24	-3	24	-43	1	4.2
COc1ccc(NC(=S)N(CCc2c(C)[nH]c3ccccc23)Cc2cccnc2)cc1	18	5	6	-4	-7	-3	-3	-1.6
CCOC(=O)c1c(NC(=O)c2cccs2)sc(C)c1C	-10	-7	6	0	18	-39	4	-0.8
O=C(NCCCO)C(=O)NCC(c1ccc2c(c1)OCO2)N1CCN(c2ccc(F)cc2)CC1 (configuration not stated)	1	-1	-4	-1	11	-11	-3	0.7
Cc1ccc(S(=O)(=O)N2CCN(c3cnn(-c4ccccc4)c(=O)c3Cl)CC2)cc1	3	30	-3	0	1	-39	1	2.9
COc1cccc(C(=O)NCC(=O)N2CCC3(CC2)NCCc2[nH]cnc23)c1OC	26	-8	-1	0	18	4	1	1.1
CN1CCN(C(=O)c2ccc(OCCOc3ccccc3)cc2)CC1	-3	-12	11	-2	9	3	-4	3.6
Nc1ncnc2nc(N3CCN(C(=O)c4ccccc4)CC3)[nH]c12	-3	-8	6	-3	-11	3	3	-3.0
COc1ccc(S(=O)(=O)NCc2ccc(C)cc2)cc1	-18	6	56*	-1	24	4	1	1.3
O=C(CNC(=S)N(Cc1ccccc1)Cc1cccnc1)NCc1ccccc1	14	-12	3	2	5	7	-3	-0.4
COc1ccc(-c2noc(-c3ccccc3C(=O)Nc3cccc(OC)c3)n2)cc1	24	-2	22	-8	13	7	-4	4.5
O=C(O)C(Cc1ccc(O)cc1)N1C(=O)C2CCCCC2C1=O (configuration not stated)	9	-14	-2	-6	-5	26	-1	0.5
Cc1cccn2c(CNCC3(c4ccccc4)CCCC3)c(C(=O)N3CCOCC3)nc12	50	6	21	-3	-9	16	6	0.6
O=C(N/N=C\c1cccnc1)c1ccc(Cl)s1	16	10	8	3	-10	3	0	1.4
CCc1ccccc1NC(=O)Cn1nc(C)n2cccc2c1=O	24	10	-7	-2	-2	12	-3	0.4
CCC1(CC)C(=O)N=C2c3ccccc3C(=O)N21	9	-11	2	-1	2	-30	1	2.1
COc1ccc2c(c1)C(=O)/C(=C/C=C/c1ccccc1)CC2	-106	-33	35	4	-7	-15	6	3.7
CCOC(=O)c1c(S(=O)(=O)NCc2ccc(C)o2)c(C)n(C)c1C	-20	1	6	1	-44	-16	1	0.4
COc1ccc(C(=O)CSc2nnc(-c3ccco3)n2C)cc1	19	4	-1	-1	7	-1	-1	0.0
Cc1cccc([N+](=O)[O-])c1NC(=O)CSc1nnc2ccccn12	-32	-4	20	-1	7	0	-2	1.1
CCCOc1ccc(NC(=O)CC2C(=O)N(CC)C(=S)N2CCNC(C)=O)cc1 (configuration not stated)	-46	30	15	0	-8	-51	-1	8.1
Cc1c(N=Cc2ccco2)c(=O)n(-c2ccccc2)n1C	16	-13	10	-1	23	-30	-3	-1.2
Cc1cc(C)cc(N(CC(=O)NCc2ccco2)S(=O)(=O)c2c(C)noc2C)c1	8	-3	29	-3	4	-14	-1	0.4
O=C(Cc1ccccc1)N/N=C/c1cc(Br)c(Br)o1	0	-9	-3	2	-1	-3	3	1.7
O=C(c1cnn(C(=O)c2ccco2)c1)c1ccccc1O	32	-12	28	-1	-2	-4	1	-1.2
COC(=O)CSc1nnc(CNC(=O)c2ccc(OC)cc2OC)n1C	-26	-2	7	-3	19	6	-4	8.6
CCC(C)(C)NC(=O)C(c1ccncc1)N(Cc1ccc(C)cc1)C(=O)c1csnn1 (configuration not stated)	-20	-1	-1	-1	0	-8	3	0.7
O=C(NC(Cc1c[nH]c2ccccc12)c1nnc2n1CCCCC2)c1ccccc1Cl (configuration not stated)	12	5	1	-3	-21	10	0	1.7
O=C(NCc1ccccc1C(F)(F)F)C1CC(c2ccccc2C(F)(F)F)=NO1 (configuration not stated)	11	-1	24	-4	-10	-9	1	0.3
CCCc1nnc(NC(=O)CCC(=O)N2CCN(C3c4ccccc4-c4ccccc43)CC2)s1	19	-1	0	-3	7	-12	-4	0.0
O=C(CSc1ccc(Cl)cc1Cl)N1CCC(c2nc3ccccc3s2)CC1	23	16	30	-5	18	18	-4	-0.7
Cc1ccc(S(C)(=O)=NC(=O)c2cc(C)on2)cc1 (configuration not stated)	19	-14	-1	3	5	-1	-3	1.0
CCCC(C)c1nnc(NC(=O)C(=O)OCC)s1 (configuration not stated)	-21	10	10	-4	3	12	-4	0.4
CCOC(=O)C1CCCN(c2cc(=O)n(-c3ccccc3Cl)c(=O)[nH]2)C1 (configuration not stated)	23	5	-24	-3	5	1	0	-1.7
CC(=O)Nc1nnc(-c2c(-c3c(Cl)cccc3Cl)noc2C)o1	29	1	-10	-5	17	16	1	-2.6
COC(=O)C1=C(NC(=O)c2ccccc2[N+](=O)[O-])CCS1	20	11	11	-1	-22	5	0	0.8
O=C(COC(=O)COc1ccc(Cl)cc1Cl)NC1CCCC1	1	7	0	-5	1	4	-2	-0.7
CC(C)(C)OC(=O)C[C@@H]1C/C=C\C[C@@H](CC(=O)N(CCO)Cc2ccccc2)C(=O)N[C@@H](c2ccccc2)COC1=O	-28	-18	-1	1	1	-18	-2	1.8
COc1ccc(C2N(C(=O)CN3CCCC3)CCCN2S(=O)(=O)c2ccccc2)cc1 (configuration not stated)	6	-18	16	-2	3	8	0	-0.6
COc1ccc(C(=O)NC(=O)COC(=O)C2COc3ccccc3O2)cc1 (configuration not stated)	-14	-3	8	1	13	-8	0	2.9
Cc1ccc(OCc2nc(C#N)c(N3CCCC3)o2)cc1	17	6	34	-4	14	-4	-1	1.8
Cc1c(Cl)cccc1NC(=O)c1ncn[nH]1	19	-1	4	-2	-10	23	0	0.3
CCC(=O)Nc1ccc(C(=O)NNC(=O)C(c2ccccc2)c2ccccc2)cc1	-25	-11	8	2	3	-17	-2	2.1
Cc1ccc(N=C2NC(=O)/C(=C\c3ccco3)S2)cc1	-78	-11	23	0	11	-31	4	4.3
Carrying on:
SMILES	Mdm2-MdmX inh	Jurkat NFkB inh	tim23-1 inh	APJ agonist	APJ antag	697 NFkB inh	UPR XBP1 act	UPR CHOP act
CCOC(=O)c1ccc(-n2c(C)nc3c(cnn3-c3ccc(Cl)cc3)c2=O)cc1	-4	23	1	4	5	-25	2	6.7
CC(C(=O)NCc1ccco1)n1cc([N+](=O)[O-])cn1 (configuration not stated)	-17	-18	8	-1	5	13	-3	0.7
CC(C)c1onc(C(=O)N2C(C)CCCC2C)c1[N+](=O)[O-] (configuration not stated)	26	12	19	1	4	14	-1	2.0
COc1ccc([N+](=O)[O-])cc1NC(=O)C(C)N1CCN(C(=O)c2ccco2)CC1 (configuration not stated)	16	15	7	-1	-1	1	-2	-1.2
O=C(NCc1ccccc1F)c1cc(=O)[nH]c2ccccc12	9	-2	-6	0	-20	13	-7	-0.4
Cc1ccc(NC(=O)C2CCN(S(=O)(=O)c3ccc4c(c3)NC(=O)C(C)S4)CC2)cc1Cl (configuration not stated)	61*	21	14	8	-33	-8	0	3.8
O=C(/C=C/c1ccccc1)N/C(=C/c1ccccc1)C(=O)N1CCCCC1	16	3	24	-2	-2	1	1	0.2
CC(Sc1ncc(C#N)c(N)n1)C(=O)Nc1ccccc1 (configuration not stated)	16	3	-2	-7	-3	-14	-2	-0.4

Reformatted as a markdown table: entries from further up
| structure | Mdm2-MdmX inh | Jurkat NFkB inh | tim23-1 inh | APJ agonist | APJ antag | 697 NFkB inh | UPR XBP1 act | UPR CHOP act |
| --- | --- | --- | --- | --- | --- | --- | --- | --- |
| CC(C(=O)NCc1ccco1)n1cc([N+](=O)[O-])cn1 (configuration not stated) | -17 | -18 | 8 | -1 | 5 | 13 | -3 | 0.7 |
| CC(C)c1onc(C(=O)N2C(C)CCCC2C)c1[N+](=O)[O-] (configuration not stated) | 26 | 12 | 19 | 1 | 4 | 14 | -1 | 2.0 |
| COc1ccc([N+](=O)[O-])cc1NC(=O)C(C)N1CCN(C(=O)c2ccco2)CC1 (configuration not stated) | 16 | 15 | 7 | -1 | -1 | 1 | -2 | -1.2 |
| O=C(NCc1ccccc1F)c1cc(=O)[nH]c2ccccc12 | 9 | -2 | -6 | 0 | -20 | 13 | -7 | -0.4 |

3 entries from above, ordered by count of non-hydrogen atoms, low to high.
SMILES	Mdm2-MdmX inh	Jurkat NFkB inh	tim23-1 inh	APJ agonist	APJ antag	697 NFkB inh	UPR XBP1 act	UPR CHOP act
CC(C(=O)NCc1ccco1)n1cc([N+](=O)[O-])cn1 (configuration not stated)	-17	-18	8	-1	5	13	-3	0.7
O=C(NCc1ccccc1F)c1cc(=O)[nH]c2ccccc12	9	-2	-6	0	-20	13	-7	-0.4
CCOC(=O)c1ccc(-n2c(C)nc3c(cnn3-c3ccc(Cl)cc3)c2=O)cc1	-4	23	1	4	5	-25	2	6.7
